Compound activity (PubChem)
Kir21 block: Kir2.1 (mouse) channel inhibition | B-score at 10 µM | HEK293-Kir2.1, FluxOR thallium flux fluorescence; stronger effect = lower value | P35561 | 0.85% of 310,000 active;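 active means fluorescence ratio B-score at or below minus 3 SD of library scores, with starting-brightness B-score within 2 SD, cut at about -4.2 in these data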;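 further: channel flux triggered by added potassium and thallium sulfate stimulus; B-score of peak minus minimum fluorescence over baseline after thallium stimulus; more negative B-score means stronger Kir2.1 block with less thallium influx; some compounds called inactive have numbers as strong as hits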
Target sequence (P35561 whole entry, looked up): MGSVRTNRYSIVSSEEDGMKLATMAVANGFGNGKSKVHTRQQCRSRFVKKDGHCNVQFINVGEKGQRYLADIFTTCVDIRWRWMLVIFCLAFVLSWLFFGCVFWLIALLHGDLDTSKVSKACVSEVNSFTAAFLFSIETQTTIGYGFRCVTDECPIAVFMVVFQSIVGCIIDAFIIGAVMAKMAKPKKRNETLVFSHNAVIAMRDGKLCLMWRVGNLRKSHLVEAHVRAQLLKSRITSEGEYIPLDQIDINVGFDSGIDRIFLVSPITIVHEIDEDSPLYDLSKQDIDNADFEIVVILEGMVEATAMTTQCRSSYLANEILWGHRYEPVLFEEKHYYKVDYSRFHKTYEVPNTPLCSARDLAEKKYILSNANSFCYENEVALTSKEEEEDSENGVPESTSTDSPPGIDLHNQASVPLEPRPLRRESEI
CHT inh: inhibitors of human choline transporter CHT; Q9GZV3; 0.86% of 310,000 active; CHT-expressing cells, membrane potential dye, choline response; stronger effect = lower value; B-score at 10 µM;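 active means B-score over 3 SD under the library average, and starting fluorescence ratio not unusually high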;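 further: choline stimulus applied at its EC90 after an EC20 pre-addition; B-score computed on integrated fluorescence ratio after choline addition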
Target sequence (Q9GZV3 whole entry, looked up): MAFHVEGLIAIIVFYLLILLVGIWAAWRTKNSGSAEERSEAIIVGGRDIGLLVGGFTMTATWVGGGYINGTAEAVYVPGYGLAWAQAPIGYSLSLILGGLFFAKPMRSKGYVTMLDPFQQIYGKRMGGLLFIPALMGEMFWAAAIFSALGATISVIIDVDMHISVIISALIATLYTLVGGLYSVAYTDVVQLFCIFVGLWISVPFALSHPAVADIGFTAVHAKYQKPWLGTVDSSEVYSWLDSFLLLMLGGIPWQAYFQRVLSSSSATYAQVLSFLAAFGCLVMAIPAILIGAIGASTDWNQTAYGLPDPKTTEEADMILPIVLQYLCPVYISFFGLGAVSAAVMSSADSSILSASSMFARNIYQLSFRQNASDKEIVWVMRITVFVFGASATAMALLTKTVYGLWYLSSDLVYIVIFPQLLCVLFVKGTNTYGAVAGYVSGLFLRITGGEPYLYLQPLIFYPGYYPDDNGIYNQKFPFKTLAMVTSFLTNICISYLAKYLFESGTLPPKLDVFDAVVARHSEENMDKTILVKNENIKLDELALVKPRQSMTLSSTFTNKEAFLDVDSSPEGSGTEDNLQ
* = called active by the depositor.

Screening COc1cc(/C=C2/SC(=S)N(CCC(=O)Nc3ccccc3)C2=O)cc(OC)c1OC returned Kir21 block -3.09 and CHT inh inactive.
Screening COc1cc(CCC(=O)OCC(=O)Nc2ccccc2F)cc(OC)c1OC returned Kir21 block -2.24 and CHT inh inactive.
Cc1ccc(-c2nnn(CC(=O)Nc3cccc4c3CCCC4)n2)o1 was read as Kir21 block -0.98 and CHT inh inactive.
For Cc1ccc(-n2c(Cc3cccn3C)nnc2SCC(=O)NC2CCCCC2)cc1 the results were Kir21 block -1.36 and CHT inh inactive.
COc1ccc(CCNS(=O)(=O)c2c(C)nc3scc(C)n3c2=O)cc1OC was read as Kir21 block 0.29 and CHT inh inactive.
`O=C(Nc1ccc2nc(-c3ccco3)c(-c3ccco3)nc2c1)N1CCN(c2ccccn2)CC1` gave Kir21 block 0.36 and CHT inh inactive.
`Cc1coc2c(C)c3oc(=O)c(CCC(=O)NCc4ccccn4)c(C)c3cc12` gave Kir21 block -0.22 and CHT inh inactive.
Cc1oc(-c2ccccc2)cc1C(=O)Nc1cccc2ccccc12 was read as Kir21 block 0.36 and CHT inh inactive.
Screening CCOC(=O)CCc1c(C)c2ccc(OC3CCCCC3=O)c(C)c2oc1=O (stereo unspecified) returned Kir21 block -0.07 and CHT inh inactive.
COc1ccc(OC(=O)COc2cc(C)ccc2C)cc1 was read as Kir21 block 0.12 and CHT inh inactive.
For CSC1=N/C(=C\c2c(F)cccc2Cl)C(=O)S1 the results were Kir21 block -0.04 and CHT inh inactive.
Screening O=C(/C=C1\NC2(CCCC2)Cc2ccccc21)C(=O)N/N=C/c1ccc(O)c(O)c1 returned Kir21 block -1.44 and CHT inh inactive.
`CC(C)(C)NS(=O)(=O)c1ccc(C(=O)Nc2ccc3c(c2)OCO3)cc1` gave Kir21 block 0.61 and CHT inh inactive.
`Cc1[nH]c2ccccc2c1/C=C/c1cc[n+](C)cc1` gave Kir21 block -8.18.
For COc1ccc(NC(=O)CSc2nnc(CNc3ccc(C)cc3)n2C)cc1 the results were Kir21 block 1.08 and CHT inh inactive.
For COc1ccc(N(CC(=O)Nc2ccc(Cc3ccncc3)cc2)S(=O)(=O)c2ccccc2)cc1 the results were Kir21 block -0.68 and CHT inh inactive.
For CC(C)CCn1c(SCC(=O)Nc2ccccc2C(F)(F)F)nc2nccnc2c1=O the results were Kir21 block 2.81 and CHT inh inactive.
Screening O=c1[nH]snc1-c1c(Cl)cccc1Cl returned Kir21 block 0.01 and CHT inh inactive.
CSc1nc2ccc(NS(=O)(=O)c3ccc4c(c3)OCCO4)cc2s1 was read as Kir21 block -0.76 and CHT inh inactive.
Cc1cccc(N2CCN(C(=O)Cc3ccc(-n4c(=O)[nH]c5ccsc5c4=O)cc3)CC2)c1C was read as Kir21 block -0.27 and CHT inh inactive.
Cc1ccc(NCCC#N)cc1C was read as Kir21 block 1.29 and CHT inh inactive.
OCC1(Cc2ccc(Cl)cc2)CCN(CCCc2ccccc2)CC1 was read as Kir21 block -2.41 and CHT inh inactive.
`Cc1cc(NC(=O)CSc2cc(Cl)ccc2Cl)n(-c2ccccc2)n1` gave Kir21 block -2.17 and CHT inh inactive.
Screening COCc1ccc(CN2CCC(n3nccc3NC(=O)CCCc3ccccc3)CC2)o1 returned Kir21 block -0.66 and CHT inh inactive.
Screening Cc1cc(NC(=O)CCOc2ccc(F)cc2)no1 returned Kir21 block 1.4.
`COc1ccc(-c2noc(CN(C)C(=O)Nc3ccccc3)n2)cc1` gave Kir21 block 2.15 and CHT inh inactive.
Screening CCOc1ccc2oc(C(=O)N(Cc3nnc(-c4ccccc4Cl)o3)C3CC3)c(C)c2c1 returned Kir21 block 1.58 and CHT inh inactive.
`Cc1ccccc1C(=O)N1CCN(c2ccccn2)CC1` gave Kir21 block -0.32 and CHT inh inactive.
For O=S(=O)(c1ccccc1)c1nnn2c1nc(NC1CCN(Cc3ccccc3)CC1)c1ccccc12 the results were Kir21 block -0.04 and CHT inh inactive.
`CC(C)NC(=O)N1CCN(c2ccncc2S(=O)(=O)N2CCCCC2)CC1` gave Kir21 block 0.01 and CHT inh inactive.

Structural class, the entries above with fluorine (four)
Screening COc1cc(CCC(=O)OCC(=O)Nc2ccccc2F)cc(OC)c1OC returned Kir21 block -2.24 and CHT inh inactive.
For CSC1=N/C(=C\c2c(F)cccc2Cl)C(=O)S1 the results were Kir21 block -0.04 and CHT inh inactive.
For CC(C)CCn1c(SCC(=O)Nc2ccccc2C(F)(F)F)nc2nccnc2c1=O the results were Kir21 block 2.81 and CHT inh inactive.
Screening Cc1cc(NC(=O)CCOc2ccc(F)cc2)no1 returned Kir21 block 1.4.

Further records follow.
CCOc1nc2ccccc2nc1NS(=O)(=O)c1ccc(Cl)cc1 was read as Kir21 block 0.34 and CHT inh inactive.
`COc1cc(/C=N/NC(=O)c2cccc(S(=O)(=O)N3CCOCC3)c2)cc(OC)c1O` gave Kir21 block 2.24 and CHT inh inactive.
For Cc1[nH]c(C)c(S(=O)(=O)Nc2cccc(Cl)c2C)c1C(=O)N1CCCCC1 the results were Kir21 block -1.11 and CHT inh inactive.
`Cc1ccc2nc(N/C(=N/S(=O)(=O)c3ccc(F)cc3)c3ccccc3)sc2c1` gave Kir21 block 0.17 and CHT inh inactive.
For CCCCN=Cc1sc2ccc(OCC)cc2c1O the results were Kir21 block -0.62 and CHT inh inactive.
CC1CC(C)CN(CCCNS(=O)(=O)c2ccc3c(c2)oc(=O)n3C)C1 (stereo unspecified) was read as Kir21 block -2.15 and CHT inh inactive.
For CN1CCN(c2ccccc2NC(=O)c2cc3c(s2)-c2ccccc2OC3)CC1 the results were Kir21 block -0.48 and CHT inh inactive.
CS(=O)(=O)c1ccc(Cl)c(NC(=O)Cc2c(Cl)cccc2Cl)c1 was read as Kir21 block -1 and CHT inh inactive.
Cc1n[nH]c(=S)n1-c1ccc(Cl)cc1 was read as Kir21 block 0.35 and CHT inh inactive.
COc1ccc(Cl)cc1NC(=O)c1nnn(CC(=O)Nc2ccc3c(c2)OCO3)c1N was read as Kir21 block -0.07 and CHT inh inactive.
Cc1ccccc1N1CCN(c2ccc(NC(=O)C3CCCCC3C(=O)O)cc2)CC1 (stereo unspecified) was read as Kir21 block 0 and CHT inh inactive.
`CC12CCC(C(=O)n3c1nc1ccccc13)C2(C)C` (stereo unspecified) gave Kir21 block -0.79 and CHT inh inactive.
CCOc1ccc(S(=O)(=O)Nc2ccc(C(=O)NCCCN3CCOCC3)cc2)cc1 was read as Kir21 block 0.44 and CHT inh inactive.
For Cn1nc([N+](=O)[O-])c2c(-c3nc4ccccc4s3)c(N)n(C3CCCCC3)c2c1=O the results were Kir21 block -0.47 and CHT inh inactive.
Screening CC(C)NC(=O)/C(C#N)=C\c1ccc(N(C)C)c(Br)c1 returned Kir21 block 2.14 and CHT inh inactive.
`Cc1cccc(CSc2nc3c(c(=O)[nH]2)CCC3)c1` gave Kir21 block 0 and CHT inh inactive.
For CCN1C(=O)S/C(=C/c2ccc(Oc3ccc([N+](=O)[O-])cn3)c(OC)c2)C1=O the results were Kir21 block 0.03 and CHT inh inactive.
Screening CCCCc1cc(=O)oc2c(C)c(OCC(=O)N3CCCC3)ccc12 returned Kir21 block -2.33 and CHT inh inactive.
`COc1ccc(NCc2nnc(SCc3ccc(Cl)cc3)n2-c2ccccc2)cc1` gave Kir21 block -0.75 and CHT inh inactive.
For Cc1ccc(C(=O)COC(=O)CN2C(=O)C3C4CCC(C4)C3C2=O)cc1C (stereo unspecified) the results were Kir21 block -0.01.
Cn1ncc([N+](=O)[O-])c1C(=O)Nc1cccc(Cl)c1 was read as Kir21 block -0.83 and CHT inh inactive.
For Cc1ccccc1OCC(=O)NNC(=O)c1ccc(-n2cncn2)c([N+](=O)[O-])c1 the results were Kir21 block -0.56 and CHT inh inactive.
For CC(C(=O)Nc1sc2c(c1C(=O)NCC1CCCO1)CCC2)N1C(=O)c2ccccc2C1=O (stereo unspecified) the results were Kir21 block 0.26 and CHT inh inactive.
For COc1ccc(C2SCCN2C(=O)c2ccc([N+](=O)[O-])cc2)cc1 (stereo unspecified) the results were Kir21 block -3.85 and CHT inh inactive.
For O=C(CSc1nc2ccccc2s1)Nc1ccc2c(c1)oc1ccccc12 the results were Kir21 block -1.75 and CHT inh inactive.
For CCc1nnc(NC(=O)CSc2ncc(-c3ccccc3)[nH]2)s1 the results were Kir21 block -0.04 and CHT inh inactive.
`CC(C)=CCC1=C(OCC(=O)O)C(=O)c2ccccc2C1=O` gave Kir21 block 0.68 and CHT inh inactive.
`CN1CCN(C(=O)/C=C/c2ccc(Cl)cc2)CC1` gave Kir21 block -0.4 and CHT inh inactive.
For CCC(=O)Nc1cccc(NC(=O)CN2CCN(c3ccccc3OC)CC2)c1 the results were Kir21 block 1.78 and CHT inh inactive.
Cc1nc2ccccc2c(=O)n1/N=C/c1cn(-c2ccccc2)nc1-c1cccs1 was read as Kir21 block 1.84 and CHT inh inactive.
For Cc1cc(Br)ccc1OCC(=O)NNC(=O)CCc1ccccc1 the results were Kir21 block -0.43 and CHT inh inactive.
For C/C(=C\c1cccc(Cl)c1)C(=O)c1c(C)cc(C)[nH]c1=O the results were Kir21 block 0.77 and CHT inh inactive.
COc1ccc(NC(=O)COC(=O)/C=C/c2ccccc2[N+](=O)[O-])cc1OC was read as Kir21 block 1.26 and CHT inh inactive.
Screening CC(=O)N1CCOc2ccc(S(=O)(=O)NCc3ccccc3Cl)cc21 returned Kir21 block -2.63 and CHT inh inactive.
`Cc1nnc(SC(C)C(=O)N2CCc3ccccc32)s1` (stereo unspecified) gave Kir21 block 1.34 and CHT inh inactive.
`O=C1NC(=O)C2(COC(c3cccnc3)OC2)S1` (stereo unspecified) gave Kir21 block -0.25 and CHT inh inactive.
`Cc1ccc(SC[C@H](Cc2ccccc2)N2CC[C@@H](NC(=O)OCc3ccccc3)CCC2=O)cc1` gave Kir21 block 0.31 and CHT inh inactive.
Screening Cc1ccc(N/N=C(\C#N)C(N)=S)c(C)c1 returned Kir21 block -2.21 and CHT inh inactive.
Cc1cc(C(=O)COc2ncnc3sccc23)c(C)n1C was read as Kir21 block -0.04 and CHT inh inactive.
Screening Cc1ccccc1NC(=O)Cc1nnc(N)s1 returned Kir21 block -1.19 and CHT inh inactive.
`O=C(CSc1nnc(CCCN2C(=O)c3cccc4cccc(c34)C2=O)n1-c1ccccc1)N1CCN(CCO)CC1` gave Kir21 block 1.18 and CHT inh inactive.
Screening Cc1sc(NC(=O)c2ccco2)c(C(c2ccccc2)N2CCC(C)CC2)c1C (stereo unspecified) returned Kir21 block -0.67 and CHT inh inactive.
For O=C(CN1C(=O)COc2ccccc21)NCCCN1CCCCC1 the results were Kir21 block -2 and CHT inh inactive.
For O=C(O)CN1C(=O)/C(=C\c2cc(Br)ccc2OCc2ccccc2F)SC1=S the results were Kir21 block 2.23 and CHT inh inactive.
O=C(CN1C(=O)c2ccc([N+](=O)[O-])cc2C1=O)NCCC1=CCCCC1 was read as Kir21 block 0.55 and CHT inh inactive.

3 compounds already listed, ordered by formula weight, lowest first:
For C/C(=C\c1cccc(Cl)c1)C(=O)c1c(C)cc(C)[nH]c1=O the results were Kir21 block 0.77 and CHT inh inactive.
COc1ccc(NC(=O)COC(=O)/C=C/c2ccccc2[N+](=O)[O-])cc1OC was read as Kir21 block 1.26 and CHT inh inactive.
Screening Cc1sc(NC(=O)c2ccco2)c(C(c2ccccc2)N2CCC(C)CC2)c1C (stereo unspecified) returned Kir21 block -0.67 and CHT inh inactive.

Other compounds
COc1ccc(N(CC(C)C)S(=O)(=O)c2nnc(NC(=O)CC(C)C)s2)cc1 was read as Kir21 block -2.12 and CHT inh inactive.
O=C(O)c1ccc(C(=O)Nc2ccc(F)cc2)cc1 was read as CHT inh inactive.
COc1ccc(CN2CCNC(=O)C2CC(=O)N(C)Cc2ccon2)c(F)c1 (stereo unspecified) was read as Kir21 block -0.01 and CHT inh inactive.
Screening Cc1cccc(C)c1N(CC(=O)N1CCCC1)S(C)(=O)=O returned Kir21 block 0.98 and CHT inh inactive.
`CCOc1ccccc1CN1CCN(CCCn2cccn2)CC1CCO` (stereo unspecified) gave Kir21 block 1.24 and CHT inh inactive.
For CC(=O)c1c(C)[nH]c(C(=O)COC(=O)c2ccc3c(=O)n4c(nc3c2)CCC4)c1C the results were Kir21 block -1.44 and CHT inh inactive.
COC(=O)c1ccc(/C=N/NC(=O)C2CC(=O)N(c3ccc(OC)cc3)C2)cc1 (stereo unspecified) was read as Kir21 block 0.03 and CHT inh inactive.
Screening FC(F)(F)c1cccc(Cc2noc(CN3CCCCC3c3ccccn3)n2)c1 (stereo unspecified) returned Kir21 block -0.47 and CHT inh inactive.
For Cc1ccccc1NS(=O)(=O)c1cccc(C(=O)Nc2cccc(C(=O)O)c2)c1 the results were Kir21 block 1.79 and CHT inh inactive.
`O=C(NCCCN1CCC(Cc2ccccc2)CC1)C1CCN(S(=O)(=O)N2CCC3(CC2)OCCO3)CC1` gave Kir21 block 0.07 and CHT inh inactive.
`Cc1cc(NC(=O)c2ccccc2)sc1C` gave Kir21 block 0.08 and CHT inh inactive.
For CC(C)(C)NS(=O)(=O)c1ccc(NC(=O)C2CCCO2)cc1 (stereo unspecified) the results were Kir21 block 0.1 and CHT inh inactive.
`O=S(=O)(/N=C(/Nc1ccc(F)c(F)c1F)c1ccccc1)c1ccccc1` gave Kir21 block -0.3 and CHT inh inactive.
For Cc1nc(CCNC(=O)CC2C(=O)NCCN2Cc2ccccc2)nc2c1CCC2 (stereo unspecified) the results were Kir21 block 1.85 and CHT inh inactive.
Screening CC(=O)c1c(C)[nH]c(C(=O)COc2cc(C)cc(C)c2)c1C returned Kir21 block -0.44 and CHT inh inactive.
`CCOC(=O)C(=O)Nc1ccc(S(=O)(=O)Nc2nccs2)cc1` gave Kir21 block 2.26 and CHT inh inactive.
For O=C(Nc1ccccc1)c1cccc(C(F)(F)F)c1 the results were Kir21 block 1.39 and CHT inh inactive.
For Cc1ccc2c(COC(=O)c3ccccc3F)cc(=O)oc2c1 the results were Kir21 block 2.47 and CHT inh inactive.
